PP5 inh: PP5 phosphatase inhibitors, primary screen, biochemical, fluorescence; Serine/threonine-protein phosphatase 5 (Homo sapiens), P53041; purified PP5c, OMFP substrate fluorescence; inhibition, % at 6.7 µM; 0.18% of 320,000 active; AID 1987, 2009;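 active = inhibition above the campaign's mean inhibition across all tested compounds plus 3 SD, cut at about 9.5% in these data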;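 note: 0% = DMSO only and 100% = 100 µM cantharidin control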
ZTA counter: counter-screen for EBNA-1 inhibitors: inhibitors of Epstein-Barr virus ZTA. P03206. ZTA-DNA binding, fluorescence polarization. inhibition, % at 11 µM. 0.15% of 320,000 active. AID 2234; in the data active = inhibition above about 33%
Target sequence (P03206 whole entry, looked up): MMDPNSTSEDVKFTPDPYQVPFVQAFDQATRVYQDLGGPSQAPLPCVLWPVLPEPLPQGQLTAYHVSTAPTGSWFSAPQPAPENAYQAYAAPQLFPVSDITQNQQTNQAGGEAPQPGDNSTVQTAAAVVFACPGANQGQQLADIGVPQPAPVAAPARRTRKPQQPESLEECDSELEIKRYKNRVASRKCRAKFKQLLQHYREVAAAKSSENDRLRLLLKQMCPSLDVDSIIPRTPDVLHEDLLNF
PP1 inh: PP1-alpha phosphatase inhibitors, primary screen, counter-screen for PP5 inhibitor project, biochemical, fluorescence, OMFP substrate, single point; purified PP1alpha; inhibition, % at 6.7 µM; 0.9% of 320,000 active; AID 2235, 2010;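 active = inhibition above the mean inhibition of all tested compounds plus 3 SD, computed separately for each screening campaign, cut at about 15% in these data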
EBNA-1 inh: EBNA-1 DNA-binding inhibitors, primary screen, biochemical, fluorescence polarization | AID 1950, 2009 | 0.34% of 300,000 active | inhibition, % at 14.8 µM; in the data active = inhibition above about 28%
Fh CTSL1 inh: Fasciola hepatica cathepsin L1 inhibitors, primary screen, counter-screen for PFM18AAP inhibitor project, biochemical, QFRET, fluorogenic peptide substrate; recombinant F. hepatica cathepsin L1, Z-Leu-Arg-MCA fluorescence; inhibition, % at 5.96 µM; 0.49% of 300,000 active;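 active = inhibition above the mean of all tested compounds plus 3 SD, set per screening campaign, cut at about 17% in these data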;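 note: 0% = plate median of test compound wells and 100% = 1 µM Z-Phe-Ala-diazomethylketone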
PREPL inhibitor: PREPL enzyme inhibitors, primary screen, biochemical, fluorescence polarization; recombinant PREPL, fluorescence polarization activity-based probe; inhibition, % at 5.96 µM; 0.68% of 320,000 active; AID 2751, 2010; in the data active = inhibition above about 43%;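 note: 0% = enzyme with DMSO and 100% = wells lacking enzyme; many of its hits are not listed in these tables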
Target sequence (Q4J6C6 whole entry, looked up): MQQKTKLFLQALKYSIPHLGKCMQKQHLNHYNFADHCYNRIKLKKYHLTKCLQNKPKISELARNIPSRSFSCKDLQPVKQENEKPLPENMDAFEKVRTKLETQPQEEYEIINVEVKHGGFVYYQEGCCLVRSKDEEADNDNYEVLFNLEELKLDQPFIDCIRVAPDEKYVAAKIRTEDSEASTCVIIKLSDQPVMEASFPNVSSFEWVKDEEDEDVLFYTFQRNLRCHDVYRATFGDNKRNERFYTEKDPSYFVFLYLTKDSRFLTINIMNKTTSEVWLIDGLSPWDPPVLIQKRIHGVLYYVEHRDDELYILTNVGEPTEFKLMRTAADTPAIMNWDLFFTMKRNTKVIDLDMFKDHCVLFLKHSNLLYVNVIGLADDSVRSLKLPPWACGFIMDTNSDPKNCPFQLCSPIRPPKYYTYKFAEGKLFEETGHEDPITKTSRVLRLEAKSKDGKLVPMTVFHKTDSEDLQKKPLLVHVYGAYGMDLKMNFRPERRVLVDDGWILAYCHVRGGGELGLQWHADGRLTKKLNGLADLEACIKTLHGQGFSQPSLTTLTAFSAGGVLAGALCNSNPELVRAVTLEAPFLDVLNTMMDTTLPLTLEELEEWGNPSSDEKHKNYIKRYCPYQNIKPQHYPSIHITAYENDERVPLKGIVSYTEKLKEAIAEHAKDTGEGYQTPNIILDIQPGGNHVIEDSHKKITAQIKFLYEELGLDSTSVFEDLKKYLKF
Efflux pump inh: inhibitors of Candida efflux pumps in yeast, primary screen, S. cerevisiae, Nile Red, multiplex; S. cerevisiae Candida pump triplex; 0.44% of 330,000 active; AID 485275, 2010; inhibition, % at 10 µM;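 active = plate passing quality check with inhibition over a set limit, or well fluorescence over plate mean plus 4 SD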;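 note: Nile Red retained in pooled yeast measured as flow cytometry median fluorescence; 0% = buffer negative control and 100% = Enniatin B positive control; higher means more Nile Red kept so more efflux inhibition; some compounds called inactive have numbers as strong as hits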
HCV core dimer: inhibitors of HCV core protein dimerization, primary screen, biochemical, TR-FRET, high-throughput; inhibition, % at 5 µM; AID 1899, 2009; TR-FRET GST/Flag-core106 dimerization, 1536-well; 0.33% of 300,000 active;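 active = inhibition above the mean of all tested compounds plus 3 SD, set per screening campaign, cut at about 45% in these data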
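Assay system – GST-tagged and Flag-tagged HCV core protein residues 1-106 · Quantity – core106 proteins, GST 13.5 nM and Flag 17 nM · Benchmarks – unlabelled core106 and no-GST-core106 wells · Read-out basis – percent inhibition of core106 dimerization signal · Detection – time-resolved FRET, ex 340 nm, em 617 and 671 nm · Schedule – 4 h at 22.5 °C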
TPT1 inh: Candida albicans TPT1 enzyme inhibitors, primary screen, biochemical, fluorescence polarization | recombinant caTPT1, FP RNA substrate dephosphorylation | inhibition, % at 5 µM | 0.81% of 300,000 active | AID 1962, 2009;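 active = inhibition above the mean of all tested compounds plus 3 SD, set per screening campaign, cut at about 24% in these data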;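 note: plate controls were DMSO alone for no effect and ferristatin control at 100 nM for full effect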
Starred values were filed as active, the others as inactive. Only part of the results is shown; count on the stated rates, not on these rows.

SMILES	PP5 inh	ZTA counter	PP1 inh	EBNA-1 inh	Fh CTSL1 inh	PREPL inhibitor	Efflux pump inh	HCV core dimer	TPT1 inh
CCOC(=O)CNC(=O)CNC(=O)Cn1ccc2ccccc2c1=O	-0.8	3	-3	11	-2	-1	-0.2	-3	-2
CN(C)S(=O)(=O)N(Cc1ccc(Br)cc1)c1ccccc1	4.1	2	1	15	-4	-7	-0.1	1	-1
O=C(Nc1ncc(Cc2cc(Cl)ccc2Cl)s1)c1ccc([N+](=O)[O-])cc1	1.0	-23	-2	7	0	5	-0.3	12	-1
CCOc1ccc(N/C(N)=N/c2nc(C)cc(C)n2)cc1	2.6	4	-2	-20	-1	14	0.2	-3	1
O=S(=O)(O)c1nc2ccccc2n1Cc1ccc(Cl)cc1Cl	3.6	-3	1	-7	0	4	0.0	14	-1
Cc1ccc(NC(=O)CCc2nc3ccccc3[nH]2)cc1C	-1.5	-6	-2	9	1	11	-0.1	-1	-3
Cc1ccc(Nc2nc3ccccc3nc2Nc2c(C)n(C)n(-c3ccccc3)c2=O)cc1	2.6	6	1	1	-1	-1	0.0	-7	3
COc1ccc(CN2CCN(C(C)C(=O)NC(C)c3ccc(F)cc3)CC2)cc1F (centres undefined)	3.0	7	0	-8	-2	-21	0.1	5	-1
COc1nccnc1NS(=O)(=O)c1ccc(NC(=S)NC(=O)c2ccc(F)cc2)cc1	1.0	1	-7	-1	-4	0	0.1	11	3
O=C(CN1CCN(S(=O)(=O)N2CCCCCC2)CC1)Nc1cc(Cl)ccc1Cl	1.0	3	-2	-18	-2	0	0.1	4	-3
O=S(=O)(/C=C/c1ccccc1)Nc1cccc(S(=O)(=O)NC2=NCCC2)c1	-0.3	-13	-1	6	-1	12	0.0	-4	4
COc1cccc(-c2csc(N3CCN(C(=S)Nc4ccc(Cl)cc4)CC3)n2)c1	3.9	0	4	-11	-1	26	0.0	-2	2
CCOC(=O)Cc1csc(NC(=O)C(CC(C)C)NC(=O)C2CCCCC2)n1 (centres undefined)	1.2	-8	-2	1	4	7	0.0	-4	-1
Cc1cc(C)n(-c2ccc(NC(=O)C3CCCCN3C(=O)c3occc3C)cc2)n1 (centres undefined)	1.8	6	1	-3	-1	5	0.0	-12	-3
COc1ccc([N+](=O)[O-])cc1NC(=O)CC(C)c1ccccc1 (centres undefined)	-0.1	11	0	10	1	5	0.0	9	1
Cc1cc(C)c(-n2c(SCC(=O)N3CCOCC3)n[nH]c2=O)c(C)c1	1.1	2	-3	-10	-9	7	0.2	-3	3
C/C(Cn1cnc([N+](=O)[O-])n1)=N\NC(=O)c1ccc(F)cc1	-0.1	2	3	-2	0	1	-0.2	-2	-1
O=C(NCc1ccc(-c2csnn2)cc1)c1cccs1	2.3	-9	1	-9	-6	5	-0.1	-3	-3
O=C(CSc1ccc2ccccc2n1)NCc1ccc2c(c1)OCO2	-0.1	-12	-2	5	2	-3	0.0	4	-1
O=C(C1CCN(Cc2ccc(Cl)cc2)CC1)N1CCN(C(c2ccccc2)c2ccccc2)CC1	5.1	-11	6	-12	0	20	0.1	3	1
CN(C(=O)COC(=O)CNC(=O)CNC(=O)c1ccc(Cl)cc1Cl)c1ccccc1	1.4	14	1	-1	-8	12	-0.1	-8	-1
CN(C)CCNCc1ccccc1OC1CCCC1	2.1	-3	-2	-3	2	4	0.1	-1	-2
O=c1c(C(c2ccccc2)c2c(O)nc3n(c2=O)CCS3)c(O)nc2n1CCS2	2.4	-10	-5	0	-2	1	0.1	2	-2
CC(=O)Nc1nc(NC(=O)C(Cl)(Cl)Cl)n(-c2ccccc2)n1	1.8	-9	-5	1	-3	4	0.1	-2	0
COc1cccc(/C=N/NC(=O)c2cnccn2)c1	-0.6	5	-6	6	4	9	-0.4	5	-1

Reformatted in CSV form: entries from further up
molecule,PP5 inh,ZTA counter,PP1 inh,EBNA-1 inh,Fh CTSL1 inh,PREPL inhibitor,Efflux pump inh,HCV core dimer,TPT1 inh
CCOC(=O)CNC(=O)CNC(=O)Cn1ccc2ccccc2c1=O,-0.8,3,-3,11,-2,-1,-0.2,-3,-2
CN(C)S(=O)(=O)N(Cc1ccc(Br)cc1)c1ccccc1,4.1,2,1,15,-4,-7,-0.1,1,-1
O=C(Nc1ncc(Cc2cc(Cl)ccc2Cl)s1)c1ccc([N+](=O)[O-])cc1,1.0,-23,-2,7,0,5,-0.3,12,-1
CCOc1ccc(N/C(N)=N/c2nc(C)cc(C)n2)cc1,2.6,4,-2,-20,-1,14,0.2,-3,1
O=S(=O)(O)c1nc2ccccc2n1Cc1ccc(Cl)cc1Cl,3.6,-3,1,-7,0,4,0.0,14,-1
Cc1ccc(NC(=O)CCc2nc3ccccc3[nH]2)cc1C,-1.5,-6,-2,9,1,11,-0.1,-1,-3
Cc1ccc(Nc2nc3ccccc3nc2Nc2c(C)n(C)n(-c3ccccc3)c2=O)cc1,2.6,6,1,1,-1,-1,0.0,-7,3
COc1ccc(CN2CCN(C(C)C(=O)NC(C)c3ccc(F)cc3)CC2)cc1F (centres undefined),3.0,7,0,-8,-2,-21,0.1,5,-1
COc1nccnc1NS(=O)(=O)c1ccc(NC(=S)NC(=O)c2ccc(F)cc2)cc1,1.0,1,-7,-1,-4,0,0.1,11,3
O=C(CN1CCN(S(=O)(=O)N2CCCCCC2)CC1)Nc1cc(Cl)ccc1Cl,1.0,3,-2,-18,-2,0,0.1,4,-3
O=S(=O)(/C=C/c1ccccc1)Nc1cccc(S(=O)(=O)NC2=NCCC2)c1,-0.3,-13,-1,6,-1,12,0.0,-4,4
COc1cccc(-c2csc(N3CCN(C(=S)Nc4ccc(Cl)cc4)CC3)n2)c1,3.9,0,4,-11,-1,26,0.0,-2,2

Additional results follow:
SMILES	PP5 inh	ZTA counter	PP1 inh	EBNA-1 inh	Fh CTSL1 inh	PREPL inhibitor	Efflux pump inh	HCV core dimer	TPT1 inh
COC(=O)C(Cc1ccc(O)cc1)NC(=O)C1CCN(S(=O)(=O)c2ccc(C)cc2)CC1 (centres undefined)	0.8	-8	0	-5	0	6	0.1	-4	0
O=C(CNC(=S)N(Cc1ccccc1)Cc1ccccc1F)NCCc1ccc(Cl)cc1	2.1	-9	-1	-16	2	-14	0.4	4	-1
CC12CCC(C(=O)N(NC(=O)c3ccc(O)cc3)C1=O)C2(C)C (centres undefined)	-1.0	5	0	0	-2	-7	0.0	2	1
Cc1nc2scc(-c3ccccc3)c2c(=O)o1	-1.3	4	-2	6	2	2	0.1	20	-1
O=C(CCSCCc1ccccn1)Nc1cccc([N+](=O)[O-])c1	2.4	10	-2	20	-2	0	-0.1	-2	-5
Cc1ccc(Sc2c(C)nn(C(=O)c3cccc(S(=O)(=O)N4CCOCC4)c3)c2C)cc1	2.6	-11	-2	7	3	9	-0.4	-2	0
COc1ccc(Cc2nc3ccc(C(=O)N4CCN(C)C(C)C4)cc3o2)cc1OC (centres undefined)	0.7	-13	-2	-10	-3	-4	0.1	-3	-2
O=C(O)c1cccc(NC(=S)NC(=O)c2cncc(Br)c2)c1	-0.7	4	-2	0	0	-5	-0.1	0	-3
COc1ccc2nc(SCC(=O)NC3CCCCC3)[nH]c2c1	-2.5	5	-3	12	-1	-2	-0.1	8	0
Nc1nonc1-n1nnc(C(=O)O)c1-c1cccs1	0.1	-24	0	-3	2	15	-0.1	2	-8
O=C(c1cccc(C(F)(F)F)c1)N(c1ccccn1)C1CCCCC1	1.4	0	0	7	2	-7	-0.3	-4	-2
Cc1nc(N)[nH]c(=O)c1Oc1cccc(C(F)(F)F)c1	0.6	-8	0	3	2	-4	0.4	-2	0
COc1ccc(C2CCCN2C(=S)Nc2ccccc2C)cc1OC (centres undefined)	-0.2	9	2	-2	-5	29	-0.1	4	-1
Clc1ccccc1-c1nc2nc3ccccc3nc2n1-c1ccc2c(c1)OCO2	2.7	7	4	10	2	1	-0.6	13	1
Cc1cnc(C(=O)OCC(=O)N2CCc3ccccc3C2)cn1	1.1	-7	-4	3	-9	2	-0.1	-1	0
CN(Cc1ccco1)C(=O)c1ccc(CNS(=O)(=O)c2ccc3c(c2)C(C)(C)C(=O)N3C)cc1	-1.2	14	0	4	0	0	-0.2	-3	-2
CCN(CC)CCCNC(=O)CN1C(=O)CSc2ccc(S(=O)(=O)N3CCOCC3)cc21	-0.3	-8	-5	-8	-1	8	-0.1	-15	3
CC(C)(C)NC(=O)CN(C(=O)CNC(=O)c1cccs1)c1ccc2c(c1)OCCO2	4.4	8	-1	-17	1	-5	0.0	3	4
COc1ccc(N2C(=O)CC(N(CCc3ccc(S(N)(=O)=O)cc3)C(=S)Nc3ccccc3)C2=O)cc1 (centres undefined)	3.0	6	0	3	1	5	0.2	0	0
COc1ccc(CCNC(=O)C2CCCN(C(=O)c3ccc(Cl)cc3)C2)cc1 (centres undefined)	-3.9	11	-1	2	0	-4	0.1	-3	0
CCOCCCNC(=O)CSCc1nc(-c2ccc(SC)cc2)oc1C	0.2	-11	0	-7	-1	1	-0.1	2	-2
CCOc1ccccc1N1CCN(c2nc3ccccc3nc2C(C#N)C(=O)OC)CC1 (centres undefined)	3.0	-2	0	-15	-3	13	0.2	12	0
COc1ccc(NC(=O)CN(C)CC(=O)Nc2cccc(S(=O)(=O)N(C)c3ccccc3)c2)cc1	0.6	-9	-7	-3	-4	-2	0.1	-3	-2
CC(Sc1nccn1C)C(=O)c1ccc(Br)cc1 (centres undefined)	-0.5	-1	0	6	-4	-7	0.1	0	0
Cn1cccc1C(=O)NNC(=O)COc1ccccc1F	3.1	-7	-1	6	-2	-5	0.7	-2	3
SMILES	PP5 inh	ZTA counter	PP1 inh	EBNA-1 inh	Fh CTSL1 inh	PREPL inhibitor	Efflux pump inh	HCV core dimer	TPT1 inh
O=C(CN1C(=O)c2cccc3cccc1c23)NCc1ccc2c(c1)OCO2	2.2	0	-3	-2	1	11	0.0	-2	-4
O=[N+]([O-])c1ccc(N/N=C\c2cccnc2)nc1	1.8	8	2	3	2	-8	-0.1	8	-1
CCCCn1c(NCc2ccccc2NS(=O)(=O)c2ccc(C)cc2)nc2ccccc21	7.2	12	-2	2	0	-9	0.0	20	1
CCNC(=O)CC1C(=O)N(c2ccc(F)cc2)C(=S)N1CCc1ccncc1 (centres undefined)	-0.8	15	-1	8	0	0	0.0	2	-5
N#Cc1nc(-c2ccccc2Cl)oc1N1CCN(C(=O)c2ccco2)CC1	2.0	17	-4	15	0	10	0.0	9	3
O=C(CCC(=O)c1ccc(F)cc1)Nc1cccc(C(F)(F)F)c1	5.6	-14	4	7	0	-5	0.0	-2	0
CC(C)OCC(O)CS(=O)(=O)Cc1ccccc1 (centres undefined)	0.6	-2	-3	9	0	10	0.0	0	-3

Screening data as filed in PubChem BioAssay.
